RAD52 inh: inhibitors of human RAD52 DNA annealing; AID 651710; recombinant RAD52 DNA annealing, FRET fluorescence; actives 0.46% (n = 360,000); inhibition, % at 18.7 µM;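 active means every replicate showing at least 50% inhibition; inconclusive means mean inhibition at least 50% but not in every replicate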
RAD54 inh: inhibitors of human RAD54 branch migration. RAD54 Holliday junction branch migration, FAM/BHQ fluorescence. inhibition, % at 10.4 µM. actives 0.14% (n = 360,000). AID 602329;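 active means mean normalized replicate activity at least 40 and at least half of replicates scoring 40 or more; inconclusive means only one of the two criteria met; inactive means mean below 40 and under half of replicates reaching 40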;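 further: 0% = median of neutral control wells and 100% = median of positive control wells; inhibitors cause a drop in the FAM fluorescence signal; in these data hits start at about 50%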
Target sequence (Q92698 whole entry, looked up): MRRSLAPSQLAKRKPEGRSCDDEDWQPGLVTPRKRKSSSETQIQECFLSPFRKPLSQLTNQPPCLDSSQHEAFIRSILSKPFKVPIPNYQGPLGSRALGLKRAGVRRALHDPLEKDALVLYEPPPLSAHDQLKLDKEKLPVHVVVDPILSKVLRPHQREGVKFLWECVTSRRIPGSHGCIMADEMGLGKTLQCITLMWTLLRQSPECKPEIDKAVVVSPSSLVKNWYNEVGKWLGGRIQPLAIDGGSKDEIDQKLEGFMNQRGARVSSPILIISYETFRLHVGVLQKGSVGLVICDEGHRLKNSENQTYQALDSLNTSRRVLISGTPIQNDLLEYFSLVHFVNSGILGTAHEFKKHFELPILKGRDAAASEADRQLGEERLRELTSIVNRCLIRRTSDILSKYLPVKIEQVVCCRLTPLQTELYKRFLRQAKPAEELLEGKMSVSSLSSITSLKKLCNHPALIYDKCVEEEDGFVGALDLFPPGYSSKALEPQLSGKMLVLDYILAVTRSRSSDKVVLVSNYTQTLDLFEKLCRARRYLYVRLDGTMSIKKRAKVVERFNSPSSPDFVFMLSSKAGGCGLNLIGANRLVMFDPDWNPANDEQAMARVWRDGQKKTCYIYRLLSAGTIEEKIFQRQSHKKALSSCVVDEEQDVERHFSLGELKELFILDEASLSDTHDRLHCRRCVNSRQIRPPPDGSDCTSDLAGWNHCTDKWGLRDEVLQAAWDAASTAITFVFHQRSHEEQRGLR
CASP6 VEID inh: caspase-6 (human) enzyme inhibition; inhibition, % at 12.5 µM; P55212; actives 0.53% (n = 350,000); purified caspase-6, Z-VEID-R110 cleavage fluorescence;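 active means mean inhibition across replicates at least about 35%, with every replicate also reaching that limit, limit read from the data; inconclusive means only one of the two criteria met; inactive means neither criterion met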;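 further: 0% = median of neutral control wells and 100% = no fluorescence left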
Target sequence (P55212 24-179 limits assumed): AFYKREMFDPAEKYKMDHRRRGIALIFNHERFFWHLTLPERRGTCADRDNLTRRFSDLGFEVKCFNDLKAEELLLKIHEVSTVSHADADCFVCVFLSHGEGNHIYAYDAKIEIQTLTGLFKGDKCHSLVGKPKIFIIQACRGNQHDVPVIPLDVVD
Target sequence (P55212 194-293 limits assumed): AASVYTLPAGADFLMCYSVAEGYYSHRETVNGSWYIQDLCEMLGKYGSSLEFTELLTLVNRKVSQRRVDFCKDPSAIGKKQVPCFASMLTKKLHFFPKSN
CFTR F508del cor: CFTR F508del correction in bronchial cells | CFBE cells, YFP halide quenching; stimulated with forskolin plus potentiator P3; % fluorescence drop versus neutral controls | activity (quench increase), % at 7.58 µM | actives 0.36% (n = 350,000) | AID 720511;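 active means mean added fluorescence quench of at least 8% versus neutral control, with both replicates also reaching 8%; inconclusive means only one of the mean or replicate conditions met; inactive means mean below 8% and not both replicates reaching 8%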;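 further: cells transiently co-express mutant CFTR-F508del with the halide-sensitive YFP; corrector assay measuring rescue of mutant channel to the surface after 24 h compound exposure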
Xi reactivation: X-chromosome reactivation activator. activation, % at 7.58 µM. AID 743238. actives 0.055% (n = 360,000). XiGFP mouse fibroblasts, % GFP-positive cells imaging, 3 d; cells co-treated with 5-aza-dC sensitizer; scaled so ellipticine positive control = 100%;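 active means mean normalized replicate activation at least 10% and every replicate at or above 10%; inconclusive means only one of the two criteria met; inactive means mean below 10% and not all replicates reach 10%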;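 further: 0% = median of on-plate neutral control wells and 100% = ellipticine 6 µM median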
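material = 68-5-11 XiGFP fibroblast line | medium = DMEM plus 5-aza-dC sensitizer | schedule = 3 days compound exposure | benchmarks = positive control ellipticine, 6 µM final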
E-selectin induc: induces E-selectin expression in human endothelial cells | P16581 | HUVEC E-selectin immunofluorescence imaging; normalized: neutral wells 0, TNF-alpha wells 100 | activation, % at 7.58 µM | actives 0.37% (n = 260,000);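 active means mean E-selectin-positive cell signal at least 10% of the positive control, reached in at least 60% of replicates, without over 20% cell loss; inconclusive means no rule given, readout overlaps actives, possibly toxicity-flagged; inactive means the rest, including those meeting only one limit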;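 further: in these data hits start at about 27%; measured in HUVEC primary endothelial cells; signal is the percent of cells scored E-selectin positive by PE staining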
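Test system: HUVEC; input: 3,000 HUVEC/well; measured by: immunofluorescence imaging; read-out: % PE-positive cells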
DENV2 CPE rescue: inhibitors of DENV2 cytopathic effect | DENV2-infected cells, cytopathic effect rescue, plate reader | CPE inhibition, % at 9.99 µM | actives 1.7% (n = 350,000); in the data active means CPE inhibition above about 20%, passing the limit was not always enough; inconclusive means no clear call, values can overlap the other calls; tested in BHK-21 cells;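 further: 0% = median of neutral control wells and 100% = median of positive control wells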
GSIS activator: primary screen for activators of insulin secretion dependent on glucose, INS-1E cells, GLuc reporter luminescence; actives 0.61% (n = 370,000); INS-1E GLuc reporter insulin secretion, 2-3 h; activation, % at 16.6 µM;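 active means lowest replicate activation of at least 40%, so every replicate reaches that level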;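 further: 0% = median of neutral control wells and 100% = median of IBMX positive control wells; some compounds called inactive have numbers as strong as hits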
An asterisk follows results filed as active; i = inactive; ? = inconclusive; / = no result given.

Screens by letter – A = RAD52 inh; B = RAD54 inh; C = CASP6 VEID inh; D = CFTR F508del cor; E = Xi reactivation; F = E-selectin induc; G = DENV2 CPE rescue; H = GSIS activator
C[C@H](CO)N1C[C@H](C)[C@@H](CN(C)S(=O)(=O)c2cn(C)cn2)Oc2c(NC(=O)c3ccc(-c4nccs4)cc3)cccc2C1=O
  A: -5; B: 2; C: 1; D: -1.4; E: 0.0; F: 0.2; G: -6; H: 15

CCS(=O)(=O)N1CCN(S(=O)(=O)c2ccc3ccccc3c2)CC1
  A: -6; B: 8; C: -1; D: 2.5; E: 0.0; F: 0.0; G: -5; H: -4

COc1ccc2[nH]c3c(=O)n(CCCCC(=O)NCCN4CCCC4)c(=S)[nH]c3c2c1
  A: 43; B: 24; C: -51; D: 0.0; E: /; F: /; G: 0; H: -1

CCNc1nc2c(cnn2C)c(=O)[nH]1
  A: -7; B: 9; C: -2; D: 2.4; E: 0.0; F: 0.8; G: 16; H: /

Cc1ccc(/C=C2\SC(=S)N(CCCC(=O)NC3CCCC3)C2=O)cc1
  A: -6; B: -1; C: 0; D: 0.1; E: 0.2; F: -0.3; G: -1; H: -9

Cc1ccc(NS(=O)(=O)c2ccc(C(=O)NCc3ccccn3)cc2)cc1
  A: -28; B: 0; C: 0; D: -0.6; E: 0.2; F: -4.7; G: 8; H: 2

Cc1sc2ncnc(N3CCC(C(=O)N(CC(C)C)c4nc5ccccc5s4)CC3)c2c1C
  A: -22; B: 3; C: 1; D: -4.7; E: -0.1; F: /; G: -6; H: 10

COCCn1c(SC(C)C(=O)NC2CC2)nnc1-c1cccc(C)c1 (stereo not given)
  A: -2; B: 6; C: -2; D: 0.9; E: -0.2; F: -6.3; G: 13; H: 9

COc1ccc(C(C)(C)C)cc1NC(=O)c1ccc2ncsc2c1
  A: -7; B: -2; C: 6; D: -0.6; E: 0.0; F: /; G: -3; H: -11

O=C(COc1ccccc1Cl)NNC(=O)c1ccc2c(=O)n3c(nc2c1)CCC3
  A: -6; B: 12; C: 1; D: -3.0; E: 0.0; F: /; G: 9; H: -5

O=C(O)C(c1cccs1)C1(O)CCCCC1 (stereo not given)
  A: -7; B: 0; C: -2; D: -2.4; E: 0.2; F: 0.5; G: 3; H: -8

Cc1ccc(S(=O)(=O)NC(=NCc2ccccc2)c2ccc(F)cc2)cc1
  A: -5; B: -20; C: 1; D: 0.3; E: 0.0; F: -0.2; G: ?; H: 10

COc1cccc(CNC(=O)C[C@@H]2C=C[C@H](NS(=O)(=O)c3ccccc3OC)[C@@H](CO)O2)c1
  A: -5; B: 12; C: 0; D: -0.8; E: 0.0; F: 0.3; G: -1; H: 8

CCN(C[C@H]1N[C@@](Cc2ccccc2)(C(=O)OC)[C@H]2C(=O)N(C)C(=O)[C@@H]12)C(=O)Nc1ccc(Cl)cc1
  A: -17; B: -4; C: 1; D: 0.8; E: 0.3; F: /; G: -2; H: -18

O=C(Nc1ccccc1C(=O)O)c1ccc(Br)c(S(=O)(=O)NCc2ccccc2)c1
  A: -6; B: /; C: 5; D: /; E: 0.4; F: /; G: -2; H: -4

C[C@@H]1CN([C@H](C)CO)C(=O)c2cccc(NC(=O)C3CCCCC3)c2O[C@H]1CN(C)C(=O)Nc1ccc(F)cc1
  A: 7; B: 4; C: 1; D: -2.2; E: -0.2; F: 0.0; G: -9; H: 5

O=C(C[C@@H]1CC[C@H]2[C@@H](COC[C@H](O)CN2Cc2cccc(F)c2)O1)NCCc1ccncc1
  A: -7; B: 2; C: 2; D: 1.5; E: 0.3; F: -0.1; G: 3; H: -1

C[C@H](CO)N1C[C@H](C)[C@@H](CN(C)C(=O)Nc2ccc3c(c2)OCO3)OCCCC[C@H](C)Oc2ccc(NC(=O)C3CCCCC3)cc2C1=O
  A: -18; B: -1; C: 1; D: -1.2; E: 0.0; F: -0.2; G: 16; H: 0

O=C(O)Cc1ccc(NC(=O)c2ccc3c(c2)C(=O)N(Cc2ccccc2)C3=O)cc1
  A: 3; B: 5; C: 1; D: -1.6; E: 0.0; F: -0.2; G: 2; H: -1

CCOc1ccc2nc(NC(=O)CCn3cccc3)sc2c1
  A: -4; B: -3; C: -1; D: -1.6; E: 0.3; F: 0.1; G: ?; H: -4

C[C@@H]1CN([C@H](C)CO)C(=O)c2cc(NC(=O)CCCCCC(=O)Nc3ccccc3N)ccc2O[C@@H]1CN(C)Cc1ccc(Cl)c(Cl)c1
  A: 37; B: 1; C: 2; D: -3.8; E: 0.2; F: 7.0; G: -4; H: -23

COc1ccc(CCNC(=O)c2cc3c(=O)n4ccccc4nc3n(C3CCCCC3)c2=N)cc1OC
  A: 29; B: 39; C: -6; D: 5.2; E: 0.0; F: /; G: 2; H: 31

C[C@H](CO)N1C[C@H](C)[C@@H](CN(C)C(=O)N[C@H](C)c2ccccc2)OCc2ccccc2-c2c(n(C)c3ccccc23)C1=O
  A: 18; B: 7; C: 1; D: 0.3; E: -0.3; F: -0.1; G: -2; H: -17

CC(=O)N1[C@@H](CO)[C@@H](c2ccccc2)C12CN(C(=O)c1ccccc1)C2
  A: 3; B: /; C: -2; D: 1.8; E: 0.0; F: 0.0; G: -3; H: 4

Cn1cc(CN2CCC(C(=O)N3CCCC3)CC2)c(-c2ccccc2F)n1
  A: -10; B: /; C: -6; D: 2.5; E: 0.5; F: -0.2; G: 17; H: 6

A draw from above in order of formula weight, largest number first:
Screens by letter – A = RAD52 inh; B = RAD54 inh; C = CASP6 VEID inh; D = CFTR F508del cor; E = Xi reactivation; F = E-selectin induc; G = DENV2 CPE rescue; H = GSIS activator
COc1ccc(CCNC(=O)c2cc3c(=O)n4ccccc4nc3n(C3CCCCC3)c2=N)cc1OC
  A: 29; B: 39; C: -6; D: 5.2; E: 0.0; F: /; G: 2; H: 31

O=C(C[C@@H]1CC[C@H]2[C@@H](COC[C@H](O)CN2Cc2cccc(F)c2)O1)NCCc1ccncc1
  A: -7; B: 2; C: 2; D: 1.5; E: 0.3; F: -0.1; G: 3; H: -1

CCS(=O)(=O)N1CCN(S(=O)(=O)c2ccc3ccccc3c2)CC1
  A: -6; B: 8; C: -1; D: 2.5; E: 0.0; F: 0.0; G: -5; H: -4

CCOc1ccc2nc(NC(=O)CCn3cccc3)sc2c1
  A: -4; B: -3; C: -1; D: -1.6; E: 0.3; F: 0.1; G: ?; H: -4

CCNc1nc2c(cnn2C)c(=O)[nH]1
  A: -7; B: 9; C: -2; D: 2.4; E: 0.0; F: 0.8; G: 16; H: /

Next section
Screens by letter – A = RAD52 inh; B = RAD54 inh; C = CASP6 VEID inh; D = CFTR F508del cor; E = Xi reactivation; F = E-selectin induc; G = DENV2 CPE rescue; H = GSIS activator
O=C1c2ccccc2C(=O)N1CCCCc1cn(C[C@H]2CC[C@@H]([C@@H]3CC[C@H](Cn4cc(CCCCN5C(=O)c6ccccc6C5=O)nn4)O3)O2)nn1
  A: -9; B: 4; C: -4; D: 0.5; E: 0.0; F: -0.1; G: 0; H: -28

CCOC(=O)N1CCN(Cc2nc3cc(NC(C)=O)ccc3n2CC)CC1
  A: -16; B: 7; C: 2; D: -3.1; E: 0.0; F: 0.0; G: 8; H: 11

OCCCN1CCN(CCOc2ccccc2-c2ccccc2)CC1
  A: -19; B: /; C: -2; D: /; E: 0.0; F: /; G: -11; H: 12

CN(C)C(=O)C[C@@H]1C[C@@H]2c3cc(NC(=O)c4cccnc4)ccc3O[C@@H]2[C@H](CO)O1
  A: -6; B: -14; C: -2; D: 3.6; E: 0.0; F: -0.2; G: 16; H: 14

CCN1CCN(c2nc(Nc3cc(OC)ccc3OC)nc(Nc3cc(OC)ccc3OC)n2)CC1
  A: -9; B: -7; C: 5; D: -2.2; E: 0.0; F: 0.0; G: -25; H: /

O=c1ccc2cc([N+](=O)[O-])c(CCO)cc2o1
  A: 4; B: -5; C: 0; D: 0.1; E: 0.0; F: 0.0; G: 8; H: 11

CCN(CC)CCCC(C)Nc1nccc2c(Cl)cccc12 (stereo not given)
  A: 14; B: 13; C: -28; D: 2.0; E: 0.1; F: 0.1; G: 49*; H: 23

CCn1c2ccccc2c2cc(/C=N/NC(=O)c3ccncc3)ccc21
  A: -5; B: 3; C: -6; D: -4.0; E: 0.3; F: /; G: 0; H: -6

CCCCCCn1cc(C(=O)O)c(=O)c2cc(F)c(N3CCN(C(=O)OCC)CC3)cc21
  A: -7; B: 11; C: 20; D: -0.5; E: 0.3; F: /; G: -5; H: 11

COc1ccc(CN(C)C[C@@H]2Oc3ccc(NS(=O)(=O)c4cccs4)cc3CC(=O)N([C@H](C)CO)C[C@@H]2C)cc1
  A: 0; B: /; C: 0; D: 0.3; E: 0.0; F: /; G: 1; H: 6

Cc1noc(C)c1NC(=O)Nc1ccc2c(c1)CC(=O)N([C@@H](C)CO)C[C@H](C)[C@H](CN(C)Cc1ccc(-c3ccccc3)cc1)O2
  A: -1; B: /; C: -1; D: 1.0; E: -0.5; F: 0.1; G: 2; H: -24

COc1cccc2cc(C(=O)OCC(=O)NC3CCCC(C)C3C)c(=O)oc12 (stereo not given)
  A: -15; B: -13; C: 0; D: -1.0; E: 0.1; F: 0.3; G: -2; H: /

C[C@H](CO)N1C[C@H](C)[C@@H](CN(C)C)Oc2c(NC(=O)c3cnccn3)cccc2C1=O
  A: -5; B: -9; C: 1; D: -0.1; E: 0.0; F: /; G: 30*; H: 9

C[C@H]1CCCCO[C@@H](CN(C)C(=O)NC2CCCCC2)[C@@H](C)CN([C@@H](C)CO)C(=O)c2cc(NC(=O)Nc3ccccc3)ccc2O1
  A: -22; B: -2; C: -1; D: 3.7; E: 0.5; F: -0.1; G: 3; H: -34

C/C=C/c1ccc([C@H]2[C@@H](CO)N3CCCCN(CCC(F)(F)F)C[C@@H]23)cc1
  A: 15; B: 5; C: 2; D: 0.7; E: 0.1; F: 0.0; G: 8; H: -7

CO[C@H]1CN(C)C(=O)c2ccc(NC(=O)c3ccccc3F)cc2OC[C@@H](C)N(CC2CCOCC2)C[C@H]1C
  A: 9; B: 3; C: 3; D: 5.7; E: -0.3; F: -0.1; G: -1; H: 27

C[C@H](NC(=O)C[C@H]1C[C@@H]2c3cc(NC(=O)CC4CC4)ccc3O[C@@H]2[C@@H](CO)O1)c1ccccc1
  A: 0; B: -1; C: 2; D: -4.1; E: 0.1; F: -0.5; G: 18; H: -1

O=C(N/N=C\c1c(O)ccc2ccccc12)c1cncc(Br)c1
  A: i; B: -77; C: -3; D: 35*; E: 0.8; F: 0.9; G: 1; H: 8

CCn1c(SCC(=O)N2CCCC(C)C2)nnc1-c1ccco1 (stereo not given)
  A: 3; B: -4; C: -2; D: -4.8; E: 0.0; F: 0.0; G: 1; H: 2

Screening data from PubChem.
